Screening data deposited in PubChem BioAssay by Broad Institute.
Cneo AK release – Cryptococcus neoformans cell lysis inducers, primary screen, AK release luminescence, single concentration | C. neoformans lysis, adenylate kinase release luminescence, 4 h; normalised: neutral wells 0, clomiphene wells 100 | lysis activity, % at 15 µM | hit rate 0.2% among 360,000 | AID 651654, 2012;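 active = mean lysis activity across replicates of at least 80%, whatever share of replicates individually reach that level; inactive = mean lysis activity below 80%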
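Material: C. neoformans cells; Schedule: 4 h static compound exposure, 37 °C, read 1 h post-reagent; Measured by: adenylate kinase release luminescence; Read-out: signal increase indicating cell lysis; Controls: Clomiphene as positive lysis control.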
PAX8 reporter – inhibitors of PAX8-driven TPO luciferase reporter, primary screen, RMG-I cells, single concentration; SteadyGlo, 24 h; inhibition, % at 12.6 µM; hit rate 1.2% among 360,000; AID 652154, 2013;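 active = mean replicate inhibition at least 60% with every replicate also reaching 60%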;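 note: luciferase light reporting Pax8 driven TPO promoter activity; plate controls were median of neutral control wells for no effect and mitoxantrone controls for full effect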
Casp6 inh – human caspase-6 inhibitors, primary screen, biochemical, VEID-R110 fluorescence, single point, set 2 | P55212 | purified caspase-6, Z-VEID-R110 cleavage fluorescence | inhibition, % at 12.5 µM | hit rate 0.53% among 350,000 | AID 686996, 2013;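 active = mean inhibition across replicates at least about 35%, with every replicate also reaching that limit, limit read from the data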;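 note: 0% = median of neutral control wells and 100% = no fluorescence left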
Target sequence (P55212 24-179 limits assumed): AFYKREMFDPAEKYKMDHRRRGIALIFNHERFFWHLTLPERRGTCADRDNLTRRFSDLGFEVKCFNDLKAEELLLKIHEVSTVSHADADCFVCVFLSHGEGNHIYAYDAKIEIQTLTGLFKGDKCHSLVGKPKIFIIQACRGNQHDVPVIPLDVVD
Target sequence (P55212 194-293 limits assumed): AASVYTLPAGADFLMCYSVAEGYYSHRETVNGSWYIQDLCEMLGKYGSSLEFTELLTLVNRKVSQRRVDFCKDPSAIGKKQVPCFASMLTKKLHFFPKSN
PGC1a acetyl inh – inhibitors of PGC1a acetylation signal, primary screen, cell-based, U2OS, AlphaScreen, inhibitor mode. AlphaScreen anti-acetyl-lysine; with virally co-expressed GCN5 acetyltransferase. inhibition, % at 15.6 µM. hit rate 0.17% among 350,000;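 active = every replicate shows inhibition of at least 40%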;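 note: 0% = neutral control wells and 100% = positive control wells; some results beyond the cut were filed as inactive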
EWS-Fli inh – EWS/Fli-driven NR0B1 reporter inhibitors, primary screen, A673 cells, NR0B1 luciferase, luminescence, MLPCN library; viability-normalised; inhibition, % at 12.6 µM; hit rate 0.67% among 350,000; AID 651661, 2012;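 active = mean inhibition of at least 50% after viability correction, with every replicate also passing that limit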;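 note: firefly luciferase signal divided by Alamar Blue viability fluorescence both relative to DMSO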
LGR2 antag – inhibitors of bursicon-induced LGR2 CRE-luciferase signal, primary screen, cell-based, HEK293, CRE-luciferase reporter, bursicon stimulation. inhibition, % at 9.99 µM. bursicon-stimulated, 4 h. Drosophila bursicon receptor LGR2 (rickets). hit rate 0.35% among 380,000;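 active = drop in luminescence signal, shown as inhibition above about 50% in the replicate tests, limit read from the data, passing the limit was not always enough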;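 note: agonist challenge used bursicon conditioned medium at about half maximal strength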
miR-122 sensor – miR-122 Renilla sensor signal increase in Huh7, primary screen, miR-122 inhibitor project, cell-based, single point, plate reader; Huh7 miR-122 Renilla luciferase sensor, 48 h; neutral wells = 0, positive control = 100; activation (reporter increase), % at 12.5 µM; hit rate 0.3% among 340,000; AID 602342, 2012;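 active = mean replicate activation score at least 90 and every replicate individually at or above 90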;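 note: higher luciferase means less miR-122 activity so hits act as miR-122 inhibitors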
FN deposition inh – inhibitors of fibronectin matrix deposition, primary screen, AH1F cells, Alexa488-fibronectin fluorescence, plate reader. AH1F fibroblasts, overnight. inhibition, % at 12.6 µM. hit rate 0.086% among 350,000. AID 743247, 2014;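 active = mean inhibition across replicates of 30% or more, regardless of how many single replicates reach that level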;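 note: positive control wells lacked labelled fibronectin entirely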
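Material: AH1F fibroblasts assembling fluorescent fibronectin matrix; amount: 10000 AH1F cells/well; medium: DMEM, 2% serum; reagent: Alexa488-fibronectin, 24 nM final in well; dosing: single compound dose, delivered by pin transfer; incubation: 1 h adhesion, overnight exposure; detection: fluorescence after three HBSS washes, excitation 485 nm, emission 525 nm; measure: fibronectin deposition inhibition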
* marks the source's active call; other numbers are inactive results; x = not tested or not shown; & = joins results of further samples; [ ] = dose if it differs, or a comment.

A first look, 4 compounds:
entry	molecule	FN deposition inh	Cneo AK release	miR-122 sensor	Casp6 inh	EWS-Fli inh	PAX8 reporter	PGC1a acetyl inh	LGR2 antag
1	Cc1ccc(NC(=O)c2ccc3snnc3c2)cc1C	0	2	-4	0	-105	-147	-4	-74
2	CCOC(=O)c1nc2nc(C)c(Cl)c(=O)n2[nH]1	-1	1	-4	x	x	-9	2	x
3	COc1ccc(NC(=O)N(C)C[C@@H]2Oc3c(NC(=O)C4CC4)cccc3C(=O)N([C@@H](C)CO)C[C@@H]2C)cc1	5	7	11[16.7 µM]	-2	-2	x	3	-14
4	C[C@@H]1CN([C@H](C)CO)C(=O)c2cc(NS(=O)(=O)c3ccc(F)cc3)ccc2O[C@@H](C)CCCCO[C@@H]1CN(C)C(=O)CCC(F)(F)F	-1	4	11[16.7 µM]	4	-3	3	-10	-2

This part in full, repeating the preview:
entry	molecule	FN deposition inh	Cneo AK release	miR-122 sensor	Casp6 inh	EWS-Fli inh	PAX8 reporter	PGC1a acetyl inh	LGR2 antag
1	Cc1ccc(NC(=O)c2ccc3snnc3c2)cc1C	0	2	-4	0	-105	-147	-4	-74
2	CCOC(=O)c1nc2nc(C)c(Cl)c(=O)n2[nH]1	-1	1	-4	x	x	-9	2	x
3	COc1ccc(NC(=O)N(C)C[C@@H]2Oc3c(NC(=O)C4CC4)cccc3C(=O)N([C@@H](C)CO)C[C@@H]2C)cc1	5	7	11[16.7 µM]	-2	-2	x	3	-14
4	C[C@@H]1CN([C@H](C)CO)C(=O)c2cc(NS(=O)(=O)c3ccc(F)cc3)ccc2O[C@@H](C)CCCCO[C@@H]1CN(C)C(=O)CCC(F)(F)F	-1	4	11[16.7 µM]	4	-3	3	-10	-2
5	O=C(C[C@H]1CC[C@@H]2[C@H](COC[C@@H](O)CN2C(=O)Nc2ccccc2)O1)NC1Cc2ccccc2C1	-5	4	1[16.7 µM]	0	-11	12	-2	-16
6	COc1cccc(CN2CCN(S(=O)(=O)c3ccc(Cl)s3)CC2)c1	5	12	0	1	5	0	x	10
7	COc1ccc(Oc2ncccc2[N+](=O)[O-])cc1	-9	0	2	-2	-8	-45	-2	6
8	COc1ccccc1-c1ccc(SCc2cccc(C)c2)nn1	-13	x	x	0	6	-3	-6	4
9	O=C(NCc1cc(C(F)(F)F)cc(C(F)(F)F)c1)C1CC(c2ccccc2F)=NO1 (stereo unspecified)	4	0	-7	0	2	5	0	-10
10	Cc1cc(C)c2nc(N3CCN(C)CC3)c(C#N)cc2c1	-12	1	-2	x	x	-7	-2	x
11	COc1ccccc1CNC(=O)COC(=O)c1ccc(C)s1	5	0	-6	1	0	5	-3	-1
12	Oc1ccccc1C(Nc1nccs1)c1ccc2cccnc2c1O (stereo unspecified)	15	4	33	14	-6	59	11	20
13	Cc1ccc(Nc2nc(CSc3n[nH]c(N)n3)cs2)cc1	12	-9	6	1	-39	-98	-4	-69
14	Cc1ccc(-c2nn(Cc3ccccc3)cc2C(=O)N2CCN(c3ccccn3)CC2)cc1	0	1	107*	3	6	42	-4	13
15	C[C@H]1CN([C@@H](C)CO)C(=O)Cc2cc(NC(=O)Nc3ccc(C(F)(F)F)cc3)ccc2O[C@@H]1CN(C)Cc1ccc2c(c1)OCO2	x	1	7[16.7 µM]	1	-6	-2	3	2
16	C[C@@H]1CN([C@@H](C)CO)C(=O)c2cc(NS(=O)(=O)c3ccc(F)cc3)ccc2O[C@H]1CN(C)Cc1ccc(Cl)c(Cl)c1	-1	-1	46[16.7 µM]	-3	6	10	-4	4
17	COC(=O)C1C(O)=C(C=Nc2ccc3ccccc3c2)C(=O)CC1(C)C (stereo unspecified)	-10	-2	x	2	5	6	x	-15
18	C[C@@H]1CCCCO[C@@H](CN(C)C(=O)Cc2ccccc2)[C@@H](C)CN([C@@H](C)CO)C(=O)c2cc(NS(=O)(=O)c3cccs3)ccc2O1	x	-4	17[16.7 µM]	-3	-7	-22	-2	-12
19	O=C(c1ccccc1F)N1CC[C@H]2[C@H](CO)Nc3ccc(C#Cc4ccccc4)cc3[C@H]21	6	-1	-5[16.7 µM]	1	-1	-18	-5	6
20	CCc1nnc(NC(=O)CC(CN(C)S(=O)(=O)c2ccccc2)c2ccccc2)s1 (stereo unspecified)	-18	-1	1	-2	0	-3	-25	5
21	CCCCN1CC(O)=C(c2nc(-c3ccc(Br)cc3)cs2)C1=N	4	-1	-5	0	2	-13	3	2
22	Cc1c(NC(=O)CSc2n[nH]c(=O)n2-c2ccccc2)c(=O)n(-c2ccccc2)n1C	7	x	x	8	-1	8	-7	-4
23	Nc1nc2ccccc2n1S(=O)(=O)c1ccccc1	-4	0	1	-6	-3	18	x	-32
24	Cc1ccc(C(=O)Nc2ccccc2C(=O)O)cc1S(=O)(=O)NCc1ccccc1	0	x	x	-2	-4	7	x	8
25	C=CCNCCCCOc1ccc(OCc2ccccc2)cc1	-11	x	x	-16	-1	-69	x	-23
26	Nc1ccccc1C(=O)NC(=O)Nc1ccc(Oc2ncc(Br)cn2)c(Cl)c1	-1	x	22	1	48	36	-14	-24
27	CN(C)CCNC(=O)C(=O)NCC1CCCN1S(=O)(=O)c1cccs1 (stereo unspecified)	1	-2	-1	-106	-3	-15	x	2
28	COc1ccc([C@@H]2[C@@H]3C(=O)N(C(C)(C)C)C(=O)[C@@H]3[C@]3(Cc4ccccc4)C(=O)N(c4ccc(OC)cc4)C(=O)N23)cc1	9	2	1	-12	-10	-4	-7	7
29	C/C(=N\NC(=O)CCc1c[nH]c2ccccc12)c1ccc([N+](=O)[O-])cc1	-35	x	x	-1	1	1	x	x
30	COc1cc2c(cc1OC)CN(C(=O)c1sc(-c3cnccn3)nc1C)CC2	11	x	x	3	7	2	5	7
31	O=C(Nc1ccc(N2CCCC2)cc1)c1ccc([N+](=O)[O-])cc1Cl	x	x	x	-1	-11	20	x	7
32	Cc1c(C)c2ccc(OCC(=O)Nc3ccccc3C(N)=O)cc2oc1=O	x	3	3	-4	-57	x	3	-6
33	Cc1c(C)n(C(=O)CN2CCN(c3ccccc3)CC2)c2ccccc12	1	-2	-4	x	x	x	-23	x
34	C[C@@H]1CCCCO[C@@H](CN(C)Cc2ccccc2)[C@H](C)CN([C@H](C)CO)C(=O)c2cc(NS(=O)(=O)c3ccccc3)ccc2O1	x	1	-2[16.7 µM]	0	5	-3	1	-7
35	COc1ccccc1NC(=O)c1sc2nc(Cc3ccccc3)cc(C(F)(F)F)c2c1N	x	x	-5	-2	1	x	5	x
36	CCCCC[C@H]1CCCCC[C@H](O)C[C@@H](O)[C@H](O)/C=C/C(=O)O1	-1	x	x	2	15	-10	x	11
37	COc1ccc(NC(=O)Nc2ccc3c(c2)C(=O)N([C@@H](C)CO)C[C@H](C)[C@@H](CN(C)S(=O)(=O)c2ccc(OC)cc2)O3)cc1	-1	0	-11[16.7 µM]	0	4	1	2	-20
38	COc1ccc(NC(=O)CN2C(=O)NC(C)(c3ccc(C)cc3)C2=O)c([N+](=O)[O-])c1 (stereo unspecified)	-13	-1	1	2	11	7	7	10
39	Cc1cccc(OCCOc2ccccc2C=C(C#N)C#N)c1	-3	x	x	5	-11	-41	x	-38
40	COc1ccc(C(CNC(=O)COc2ccc(Cl)cc2C)N2CCCCC2)cc1 (stereo unspecified)	4	-1	x	0	x	-16	5	-10
41	O=S(=O)(/N=C(/NS(=O)(=O)c1ccccc1)c1ccccc1)c1ccccc1	-4	1	-8	2	-4	-22	-4	26
42	CC(NC(=O)COC(=O)c1ccccc1SCC(=O)N1CCCC1)c1ccccc1 (stereo unspecified)	8	x	x	3	2	-7	x	-5
43	C/C(Cn1nc([N+](=O)[O-])cc1C)=N\NC(=O)COc1ccccc1[N+](=O)[O-]	-3	x	x	4	-8	15	x	19
44	Cc1ccc(/C=C/C(=O)N2CCN(S(=O)(=O)c3c(C)c(C)cc(C)c3C)CC2)o1	x	x	x	5	85*	15	x	7
45	O=C1NC(=O)C(c2ccccc2)(C2CCCC2)N1 (stereo unspecified)	8	0	x	1	5	-17	3	4
46	CCc1c(C)nc2ncnn2c1N1CCC(C(=O)N2CCN(c3ccc(F)cc3)CC2)CC1	6	8	-3	x	x	x	13	-4
47	CN(C)S(=O)(=O)c1ccc(/C(O)=C2/C(=O)C(=O)N(Cc3cccnc3)C2c2cccs2)cc1 (stereo unspecified)	9	x	x	12	5	-6	x	21
48	O=C(c1ccncc1)N1C[C@@H]2[C@H](c3ccccc31)[C@H](CO)N2Cc1ccc(F)cc1	x	-3	-17[16.7 µM]	x	2	2	3	10
49	O=C(O)c1cc(NC(=O)c2ccc3c(c2)C(=O)N(Cc2cccnc2)C3=O)cc(C(=O)O)c1	11	1	-4	1	3	5	-8	3
50	Cc1nn(CC(=O)NC2CCS(=O)(=O)C2)c(C)c1S(=O)(=O)N(C)C (stereo unspecified)	2	-1	0	1	-2	0	15	5
51	O=C(CS(=O)(=O)Cc1ccccc1)Nc1ccc(Cl)cn1	4	-14	-2	x	x	-5	-2	x
52	O=C(c1ccc(Cl)c(S(=O)(=O)N2CCCC2)c1)N1CCN(c2ccccc2)CC1	8	1	4	2	17	11	-2	-7
53	Cc1ccccc1-n1ncc2c(SCC(=O)N3c4ccccc4CC3C)ncnc21 (stereo unspecified)	x	2	-7	2	4	x	11	17
54	O=C1OCC(c2ccccc2)=C1c1ccccc1[N+](=O)[O-]	-8	x	x	x	-10	-10	7	-21
55	CN1c2ccc(-c3ccc(F)cc3)cc2[C@@H]2[C@@H](CCN2C(=O)Cc2ccccn2)[C@@H]1CO	10	-1	29[16.7 µM]	-2	-6	3	11	42
56	CC(C)CC#Cc1ccc2c(c1)O[C@@H](CN(C)Cc1ccncc1)[C@@H](C)CN([C@@H](C)CO)S2(=O)=O	x	-5	-8[16.7 µM]	0	19	36	-4	-1
57	O=C(NCc1ccccc1)/C(=C\c1cccc([N+](=O)[O-])c1)NC(=O)c1ccco1	-3	0	2	-2	-9	-3	-5	-1
58	COc1ccc(S(=O)(=O)Nc2cccc3c2O[C@H](CN(C)C(=O)NC2CCCCC2)[C@@H](C)CN([C@H](C)CO)C3=O)cc1	3&6	-10&-1	22[16.7 µM]	0	-7&1	15	-14&11	-2&0

Full records from above. Screens in order: FN deposition inh | Cneo AK release | miR-122 sensor | Casp6 inh | EWS-Fli inh | PAX8 reporter | PGC1a acetyl inh | LGR2 antag
Entry for O=C(CS(=O)(=O)Cc1ccccc1)Nc1ccc(Cl)cn1 : 4 | -14 | -2 | x | x | -5 | -2 | x
Entry for Cc1nn(CC(=O)NC2CCS(=O)(=O)C2)c(C)c1S(=O)(=O)N(C)C (stereo unspecified) : 2 | -1 | 0 | 1 | -2 | 0 | 15 | 5
